GDH-TPI counter: counter-screen for M. tuberculosis FBA inhibitors: GDH-TPI coupled enzymes; actives 1.2% (n = 360,000); inhibition, % at 4.8 µM; GDH-TPI coupled enzyme counterscreen, NADH absorbance; in the data active = inhibition above about 30%;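 note: 0% = DMSO wells and 100% = wells lacking the enzyme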
Mtb FBA inh: Mtb fructose-bisphosphate aldolase inhibition; P9WQA3; purified M. tuberculosis FBA, fluorescence read-out; inhibition, % at 1 µM; actives 2.3% (n = 360,000); in the data active = inhibition above about 27%;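 note: 0% = vehicle and 100% = reference inhibitor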
MazF activator: activators of E. coli MazEF toxin-antitoxin RNase; FAM/BHQ RNA-DNA oligo cleavage fluorescence, 5 h; activation, % at 20 µM; actives 0.32% (n = 350,000); AID 504720; in the data active = activation above about 50%
Target sequence (P0AE70 whole entry, looked up): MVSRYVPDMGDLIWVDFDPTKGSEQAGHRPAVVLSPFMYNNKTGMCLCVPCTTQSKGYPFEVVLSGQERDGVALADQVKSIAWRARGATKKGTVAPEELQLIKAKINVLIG
Rv3671c inh: inhibits the M. tuberculosis serine protease Rv3671c; P9WHR9; inhibition, % at 5.96 µM; actives 0.048% (n = 320,000); in the data active = inhibition above about 38%;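 note: extracellular domain of Rv3671c used as enzyme; 0% = enzyme with DMSO and 100% = no enzyme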
Target sequence (P9WHR9 whole entry, looked up, the tested form may be a part): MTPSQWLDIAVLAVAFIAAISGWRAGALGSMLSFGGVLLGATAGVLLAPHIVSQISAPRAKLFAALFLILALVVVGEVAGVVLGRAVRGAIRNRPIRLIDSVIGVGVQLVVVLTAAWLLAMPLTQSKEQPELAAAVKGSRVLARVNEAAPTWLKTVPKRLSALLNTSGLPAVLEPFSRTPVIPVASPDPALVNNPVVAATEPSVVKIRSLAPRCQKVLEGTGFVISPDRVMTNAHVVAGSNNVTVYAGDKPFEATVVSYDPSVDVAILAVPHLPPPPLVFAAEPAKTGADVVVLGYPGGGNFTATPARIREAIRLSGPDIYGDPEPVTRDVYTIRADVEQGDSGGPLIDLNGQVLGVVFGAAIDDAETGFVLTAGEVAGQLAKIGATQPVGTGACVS
BoNT F protease: inhibitors of Botulinum neurotoxin F light chain protease; inhibition, % at 10 µM; actives 0.22% (n = 360,000); Multiplex microsphere protease cleavage assay, flow cytometry; AID 588497; in the data active = inhibition above about 35%, passing the limit was not always enough; inconclusive = no clear call, values can overlap the other calls; note: plate controls were buffer without enzyme for full effect and enzyme alone for no effect
PrPC TRFRET: cell surface PrPC inhibition, primary TR-FRET screen; TR-FRET read-out; P04156; actives 0.43% (n = 370,000); inhibition, % at 13.8 µM; AID 720596; in the data active = inhibition above about 24%; note: 0% = median of the test wells and 100% = reference compound wells
BioA inh: BioA (M. tuberculosis) enzyme inhibition. actives 0.096% (n = 360,000). inhibition, % at 9.99 µM. purified M. tuberculosis BioA enzyme, plate reader; in the data active = inhibition above about 40%; inconclusive = no clear call, values can overlap the other calls
FadD28 binding: M. tuberculosis FadD28 bisubstrate binding inhibition; AID 588549; actives 0.22% (n = 360,000); inhibition, % at 12.5 µM; FadD28 bisubstrate probe binding, fluorescence polarization; in the data active = inhibition above about 8.5%, passing the limit was not always enough; inconclusive = no clear call, values can overlap the other calls
UGM FP inh: inhibitors of M. tuberculosis UDP-galactopyranose mutase; P9WIQ1; purified UGM, fluorescence polarization probe displacement; inhibition, % at 10 µM; actives 0.06% (n = 320,000); AID 504406; in the data active = inhibition above about 10%, passing the limit was not always enough; inconclusive = no clear call, values can overlap the other calls
Target sequence (P9WIQ1 whole entry, looked up): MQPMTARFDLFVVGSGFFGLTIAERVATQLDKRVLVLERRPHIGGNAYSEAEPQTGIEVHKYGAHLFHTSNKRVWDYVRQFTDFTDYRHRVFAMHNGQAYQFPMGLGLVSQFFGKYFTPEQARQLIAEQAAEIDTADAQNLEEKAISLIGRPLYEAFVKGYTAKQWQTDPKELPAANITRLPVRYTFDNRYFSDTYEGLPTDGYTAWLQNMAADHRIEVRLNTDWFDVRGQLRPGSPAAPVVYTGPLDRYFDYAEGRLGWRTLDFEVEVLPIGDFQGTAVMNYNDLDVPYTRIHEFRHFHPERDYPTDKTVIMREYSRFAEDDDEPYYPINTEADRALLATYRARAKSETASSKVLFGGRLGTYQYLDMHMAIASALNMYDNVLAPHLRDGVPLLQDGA
* marks the source's active call; other numbers are inactive results; ? = inconclusive; · = not tested or not shown; & = joins results of further samples.

SMILES	GDH-TPI counter	Mtb FBA inh	MazF activator	Rv3671c inh	BoNT F protease	PrPC TRFRET	BioA inh	FadD28 binding	UGM FP inh
O=C1CN(Cc2ccccc2)CC(=O)N1	5	-6	-6	·	46*	-2	-1.4	-3.1	·
N=C(N)SCc1ccccn1	1	1	0	-4	-1	-5	·	-0.2	-0.3
CCOC(=O)Nc1cc2c(cc1[N+](=O)[O-])-c1ccccc1C2=O	0	-4	41	·	3	1	3.8	-5.1	·
C=CCn1c(SCc2ccc(F)cc2)nc2c1c(=O)[nH]c(=O)n2C	9	2	5	1	5	5	0.5	-3.0	1.6
CCN(CC)CCNC(=O)c1ccc(NC(=O)CC(NC(=O)c2ccccc2Cl)c2ccccc2)cc1 (stereo not given)	-8	1	4	10	-3	-2	-1.8	-3.8	-1.0
O=C(Nc1ccc(N2CCCCC2)cc1)c1cccnc1	6	-1	13	3	-10	7	12	-0.1	-1.8
COc1cc(/C=C(\C#N)c2nc3ccc(C)cc3[nH]2)cc([N+](=O)[O-])c1O	17	-19	-12	·	-4	-3	·	30*	·
CCN(C(=O)COC(=O)/C(C#N)=C/c1ccc(N(C)C)cc1)C1CCS(=O)(=O)C1 (stereo not given)	7	-2	-84	2	-1	2	0.8	-0.5	-0.7
CN1CCN(CC(=O)c2cc(C(C)(C)C)c(O)c(C(C)(C)C)c2)CC1	6	0	0	2	?	-3	-1.0	-2.6	0.0
Cc1ccc(S(=O)(=O)N(C)C[C@H]2Oc3cc(Br)ccc3S(=O)(=O)N([C@H](C)CO)C[C@H]2C)cc1	19	2	4	·	-6	-4	-8.0&-1.2&-0.1	1.0	·
Cc1cc(-c2sccc2C)nc(-n2cccc2)n1	6	2	2	-6	-6	2	0.1	-2.5	-2.1
COc1ccc(CCNS(=O)(=O)c2csc(C(N)=O)c2)cc1OC	21	1	3	-2	-7	3	-2.0	-0.9	-1.4
C(=N\N1CCN(Cc2ccccc2)CC1)/c1ccc(-c2ccccc2)cc1	9	0	-12	-4	1	-2	-1.0	-1.5	-0.6
Cc1cc(C)c(C#N)c(SCSCc2ccccc2)n1	9	-1	-4	3	-8	5	-0.2	-1.0	1.6
O=C(Cn1c(CCCO)nc2ccccc21)Nc1ccccc1-c1ccccc1	-3	-2	1	-9	-2	0	-1.3	-0.8	-0.8

Some of these compounds in order of molecular weight, ascending:
SMILES	GDH-TPI counter	Mtb FBA inh	MazF activator	Rv3671c inh	BoNT F protease	PrPC TRFRET	BioA inh	FadD28 binding	UGM FP inh
Cc1cc(-c2sccc2C)nc(-n2cccc2)n1	6	2	2	-6	-6	2	0.1	-2.5	-2.1
O=C(Nc1ccc(N2CCCCC2)cc1)c1cccnc1	6	-1	13	3	-10	7	12	-0.1	-1.8
Cc1ccc(S(=O)(=O)N(C)C[C@H]2Oc3cc(Br)ccc3S(=O)(=O)N([C@H](C)CO)C[C@H]2C)cc1	19	2	4	·	-6	-4	-8.0&-1.2&-0.1	1.0	·

Looked up one by one from the entries so far (two):
SMILES	GDH-TPI counter	Mtb FBA inh	MazF activator	Rv3671c inh	BoNT F protease	PrPC TRFRET	BioA inh	FadD28 binding	UGM FP inh
Cc1cc(-c2sccc2C)nc(-n2cccc2)n1	6	2	2	-6	-6	2	0.1	-2.5	-2.1
CN1CCN(CC(=O)c2cc(C(C)(C)C)c(O)c(C(C)(C)C)c2)CC1	6	0	0	2	?	-3	-1.0	-2.6	0.0

The list goes on.
SMILES	GDH-TPI counter	Mtb FBA inh	MazF activator	Rv3671c inh	BoNT F protease	PrPC TRFRET	BioA inh	FadD28 binding	UGM FP inh
COc1ccc(S(=O)(=O)Nc2cc(C(=O)NCCCN3CCOCC3)ccc2N2CCOCC2)cc1	-12	2	-1	-1	-5	8	·	-3.2	0.3
O=C(Nc1nc2cc3c(cc2s1)OCO3)C1=COCCO1	42*	-5	10	-7	-6	-4	0.0	-3.4	2.9
Cc1ccc(S(=O)(=O)/N=C2\CN(C)C(=O)N2C)cc1	5	7	-8	-8	2	8	·	-0.6	1.8
CCOc1cc(NC(=S)NCCCN2CCOCC2)c(OCC)cc1NC(=O)c1cccc(F)c1	-1	0	-1	-4	-3	5	·	-4.3	2.1
Cc1cc(=O)oc2cc(O[C@@H]3O[C@H](CO)[C@H](O)[C@H](O)[C@H]3O)ccc12	6	7	-7	-7	16	7	-2.0	1.3	2.8
O=C(NCc1cccnc1)c1ccc(COc2ccc(Cl)cc2)cc1	-1	0	-9	-9	0	16	-1.0	-5.0	3.6
CCOc1ccc(NC(=O)CN(C)C(=O)c2cc(S(=O)(=O)N3CCCCC3)ccc2C)cc1OCC	4	-3	3	-6	-3	12	1.7	-2.7	2.5
CC1=C(C(=O)O)N2C(=O)C(NC(=O)Cc3ccccc3)C2SC1 (stereo not given)	9	-1	-1	6	-2	1	0.1	-0.7	6.4
Cc1ccc2c(c1)N(C(=O)CCC(=O)Nc1ccccc1Br)CC(C)O2 (stereo not given)	7	2	4	2	-8	6	0.3	-2.4	0.0
CNC(=O)CCCc1nc(-c2ccccc2Cl)no1	4	0	-5	-5	-10	-7	0.4	1.5	-1.3
CCCCn1c(N)c(N(CC(C)C)C(=O)c2ccc(-c3ccc(C(C)=O)cc3)o2)c(=O)[nH]c1=O	29	5	3	-14	-4	-6	0.5	1.5	-0.1
O=C(CN(CC1CCCO1)C(=O)c1nsc(Cl)c1Cl)NC1CCCC1 (stereo not given)	12	0	3	-3	-3	2	·	-0.2	-2.7
Cc1cc(NC(=O)c2ccc3c(c2)OCO3)ccc1NC(=O)c1ccco1	3	-3	-9	0	-3	0	-2.1	-3.8	0.1
COc1ccccc1C(=O)C1CCCN(C(=O)c2cc(CC(C)C)nc(C)n2)C1 (stereo not given)	-2	0	0	-7	-4	-2	·	-2.9	0.0
CCC1S/C(=N\S(=O)(=O)c2cccs2)N(C2CCCCC2)C1=O (stereo not given)	-1	-4	0	-8	-2	-4	-2.0	-2.8	0.5
Cc1cc(C(=O)NP(=O)(N2CCOCC2)N2CCOCC2)c(C)n1C1CC1	-6	3	4	-7	-6	-2	·	-1.6	-0.8
CC(=O)Nc1cccc(C(=O)Nc2ccc(S(=O)(=O)N3CCCCC3)cc2)c1	-6	0	2	-11	1	12	4.0	-5.3	-0.5
O=C(NC(=S)NC1CCC(O)CC1)c1ccco1 (stereo not given)	2	0	11	9	0	-8	0.0	·	1.2
COCCn1c(CN2CC(C)CC(C)C2)nc2c1c(=O)n(C)c(=O)n2C (stereo not given)	4	0	4	6	7	-8	-0.5	-2.6	-0.8
Cc1cccc(N(C(=O)Cn2nnc3ccccc32)C(C(=O)NCc2ccco2)c2ccncc2)c1 (stereo not given)	8	2	8	5	11	-4	-1.2	0.2	-0.2
COC(=O)c1ccc(NC(=O)CN(c2ccc(C)cc2)S(=O)(=O)c2c(C)n[nH]c2C)cc1	-5	4	0	-17	?	8	-4.0	-3.9	-2.8
C[C@@H](C(=O)N1CCNCC1)n1cc(CCCN=C(N)N)nn1	4	10	0	4	-6	3	-2.5	0.0	1.6
CC(C)NC(=O)c1ccc(N(Cc2ccccc2)S(C)(=O)=O)cc1	11	1	3	·	?	-1	-0.2	1.1	-1.3
COc1ccc(N2CCN(C(=O)CN(c3ccc(OC)cc3)S(=O)(=O)c3ccccc3)CC2)cc1	4	2	2	-10	-2	1	-2.6	-0.9	-0.4
O=C1c2ccccc2C(O)N1CCN1CCOCC1 (stereo not given)	10	0	-4	-12	0	-2	-2.3	-0.2	1.3
CN1C2CCC1CC(=NO)C2	11	0	-2	-3	-4	84*	-0.7	0.5	1.5
COc1ccc(CCNC(=O)C(=O)Nc2ccc3c(c2)OCCO3)cc1OC	-8	1	5	12	-5	-3	·	-0.4	-0.3
COc1ccc(N(C(=O)CSCC(=O)Nc2cc(C)on2)C(C(=O)NC2CCCCC2)c2ccc(O)c(O)c2)cc1 (stereo not given)	-1	0	5	13	-3	-3	·	-1.0	0.5
CCOC(=O)C1=CN(Cc2ccco2)S(=O)(=O)N(C)C1c1ccccc1 (stereo not given)	8	-1	9	·	-2	-1	0.1	-0.4	·
CC(C)CC(C(=O)NC(C)(C)C)N(CC1CCCO1)C(=O)c1snc(C(N)=O)c1N (stereo not given)	10	8	7	8	-8	-10	·	-1.4	-1.5
Cc1ccc(S(=O)(=O)Nc2ccc(Cl)cc2C(=O)c2ccc(F)cc2)cc1	-2	5	-4	-7	-7	6	0.7	-0.2	-1.2
CCN1CCN(c2nc3c(c(=O)n(C)c(=O)n3C)n2CCSc2ncccn2)CC1	0	0	2	4	4	6	-0.1	-2.5	-1.7
CCCc1cc(-n2ccnc2)n2c(nc3ccccc32)c1C#N	4	14	82*	-20	4	-5	-1.7	-0.6	0.1
CCCCCN(C(=O)CCC(=O)OCC(=O)Nc1ccc(C)cc1F)c1c(N)n(CCCC)c(=O)[nH]c1=O	0	0	-6	-1	4	0	0.1	-3.9	3.8
C=CCn1c(COc2ccccc2F)nnc1SCC(=O)N1CC(=O)Nc2ccccc21	-16	-3	4	-4	0	-4	6.6	-4.5	-0.9
O=C1OCCC1=COCCCCCOC=C1CCOC1=O	-2	-1	4	·	-14	0	2.5	0.5	·
Cc1sc2ncnc(OCC(=O)NC(C)C(C)C)c2c1C (stereo not given)	-1	-1	-1	-3	6	2	·	-0.7	0.1
COc1ccc2c(c1)C(C)(CCN)C(=O)N2C (stereo not given)	-6	0	0	-3	5	1	-0.8	-3.2	-1.5
Cc1ccc(CS(=O)Cc2ccc(C(=O)NCc3ccccc3Br)o2)cc1 (stereo not given)	9	1	7	4	-5	-5	0.6	-2.1	-1.2
CCCCCCN1CC(=O)N2[C@@H](Cc3c([nH]c4ccccc34)C2(C)C)C1=O	-8	0	-12	3	6	-3	-1.6	·	-0.9
O=C(NC(=S)Nc1ccc2[nH]c(=O)[nH]c2c1)c1cccc(F)c1	9	-2	0	-16	-24	-1	-0.9	-4.2	-1.2
C/C(=N\NC(=O)c1nonc1N)c1cccs1	20	0	-1	-10	17	4	-1.6	-0.5	·
CC1CCN(CC(=O)Nc2ccc(S(=O)(=O)NC3CC3)cc2)CC1	3	1	-3	-1	-2	13	-1.3	-0.3	0.8
O=C(c1cccc([N+](=O)[O-])c1)N1CCN(S(=O)(=O)N2CCCCC2)CC1	-5	-1	3	-11	4	-7	-0.8	-0.6	-0.6
CS(=O)(=O)Nc1cccc(C2=NN(S(=O)(=O)c3ccc(F)cc3)C(c3cccs3)C2)c1 (stereo not given)	-4	0	10	-17	-25	14	·	-1.8	1.7
Cc1ccc(NCc2nnc(SCCN3CCCCC3)n2CC2CCCO2)cc1Cl (stereo not given)	1	14	0	-4	-7	-4	-0.2	0.5	0.0
O=C1CC(c2ccccc2)Oc2cc(O)cc(O)c21 (stereo not given)	17	-3	-5	-7	4	-3	0.0	-1.2	-0.6
COc1ccc(Cn2c(C(C)C)nc3sc4ccccc4c(=O)c3c2=O)cc1	-2	1	8	-3	·	7	0.7	-6.2	0.1
CCOC(=O)N1CCN(CCC(=O)c2ccc(Br)cc2)CC1	0	6	6	·	-31	3	-0.3	-3.8	0.4
COc1cc(S(=O)(=O)NC2CCCC2)ccc1Cl	8	0	1	3	-14	4	-0.6	-2.7	-2.2
COC(=O)[C@H](CCSC)NC(=O)N1CCC(C)CC1	8	0	4	5	7	7	1.7	-0.2	-0.3
COC(=O)C(C(=O)OC)C(CC(=O)c1ccc(Br)cc1)c1ccccc1 (stereo not given)	9	6	8	·	6	-6	-0.8	-2.8	·
C[C@@H](NCCc1ccc(O)cc1)[C@@H](O)c1ccc(O)cc1	5	2	5	5	-6	4	0.6	-0.8	-2.8
Cc1c(C=O)c2ccccc2n1Cc1ccccc1	7	2	-1	2	11	2	3.3	-0.3	2.6
Cc1cc(C)n(S(=O)(=O)c2ccccc2)n1	-1	0	0	-10	2	-5	-1.3	-1.3	-0.2
CC(NC(=O)Cn1cc2c(n1)CCCCC2)c1ccccc1 (stereo not given)	0	2	-5	4	-6	8	0.6	-1.0	1.4
O=C(NCC1CCCO1)C1CCN(C2CCN(C(=O)C3CCCCC3)CC2)CC1 (stereo not given)	7	1	4	2	-7	-9	-1.2	-1.0	-0.5
COc1cccc(CNC(=O)COC(=O)c2ccc(Cl)s2)c1	7	-1	0	1	-8	4	2.5	-1.4	-3.7
O=C(CCC(=O)OCc1ccc(C(=O)Oc2ccccc2)cc1)Nc1cccc2ccccc12	-9	0	-2	5	-3	1	0.5	-2.2	-0.7
Cc1cc(NC(=O)CNC(=O)C2CCCCC2)no1	-2	0	10	10	4	1	-1.3	-1.7	-3.3
